# STAT1 act – STAT1 signaling activators, primary screen, cell-based, HTS, luciferase reporter | NIH 3T3 STAT1-luciferase reporter, IFN-gamma, luminescence; 100% = IFN-gamma alone, no compound | 200,000 tested, 2.6% active | activation (% of control), % at 5.5 µM;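 active means activation above the screen-wide mean activation plus 3 SD, cut at about 130% in these data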;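 further: raw ratio to IFN-gamma control signal so 100% means no change and 0% no light; values of inactives mirror those of a sister screen read the other way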
# STAT3 inh – IL-6 driven STAT3 reporter inhibitors, primary screen, U3A cells, luciferase, luminescence, MLSCN library; IL-6 STAT3-luciferase reporter; host cell line lacks STAT1; inhibition, % at 5.5 µM; 190,000 tested, 0.89% active;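 active means inhibition above the mean inhibition across all screened compounds plus 3 SD, cut at about 44% in these data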;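 further: 0% = DMSO only wells and 100% = 100 µM nifuroxazide control wells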
# Diaphorase act – compounds boosting diaphorase resazurin reduction – biochemical, uHTS, resorufin fluorescence, counter-screen for diaphorase-coupled primary assays, primary screen. 190,000 tested, 0.005% active. Diaphorase/resazurin coupled assay, 16 min; stronger effect = higher value; 1 = vehicle wells, 0 = NADH-free wells. activation factor at 20 µM;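 active means diaphorase activity raised at least twofold by the compound at 20 µM; inactive means activation factor below 2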
#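 Test system: Clostridium kluyveri diaphorase, purified enzyme. Buffer or medium: 50 mM HEPES pH 7.4 buffer plus MgCl2 and Tween 20. Also added: 0.114 mM NADH and 0.1 mM resazurin, final amounts. Dosing: compound 20 µM once, DMSO 1%. Schedule: 16 min enzyme reaction, ambient temperature. Detection: fluorescence of resorufin, 544 nm excitation, 590 nm emission.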
# TLR4-MyD88 BLA – inhibitors of TLR4-MyD88 association in cells, primary screen, cell-based, HeLa CL3-4, BLA complementation, FRET ratio. Toll-like receptor 4 (Homo sapiens) + Myeloid differentiation primary response protein …. HeLa CL3-4 TLR4/MyD88 BLA complementation. inhibition, % at 8.4 µM. 200,000 tested, 0.18% active; in the data active means inhibition above about 25%;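 further: 0% = vehicle and 100% = reference inhibitor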
# Target sequence (O00206 whole entry, looked up): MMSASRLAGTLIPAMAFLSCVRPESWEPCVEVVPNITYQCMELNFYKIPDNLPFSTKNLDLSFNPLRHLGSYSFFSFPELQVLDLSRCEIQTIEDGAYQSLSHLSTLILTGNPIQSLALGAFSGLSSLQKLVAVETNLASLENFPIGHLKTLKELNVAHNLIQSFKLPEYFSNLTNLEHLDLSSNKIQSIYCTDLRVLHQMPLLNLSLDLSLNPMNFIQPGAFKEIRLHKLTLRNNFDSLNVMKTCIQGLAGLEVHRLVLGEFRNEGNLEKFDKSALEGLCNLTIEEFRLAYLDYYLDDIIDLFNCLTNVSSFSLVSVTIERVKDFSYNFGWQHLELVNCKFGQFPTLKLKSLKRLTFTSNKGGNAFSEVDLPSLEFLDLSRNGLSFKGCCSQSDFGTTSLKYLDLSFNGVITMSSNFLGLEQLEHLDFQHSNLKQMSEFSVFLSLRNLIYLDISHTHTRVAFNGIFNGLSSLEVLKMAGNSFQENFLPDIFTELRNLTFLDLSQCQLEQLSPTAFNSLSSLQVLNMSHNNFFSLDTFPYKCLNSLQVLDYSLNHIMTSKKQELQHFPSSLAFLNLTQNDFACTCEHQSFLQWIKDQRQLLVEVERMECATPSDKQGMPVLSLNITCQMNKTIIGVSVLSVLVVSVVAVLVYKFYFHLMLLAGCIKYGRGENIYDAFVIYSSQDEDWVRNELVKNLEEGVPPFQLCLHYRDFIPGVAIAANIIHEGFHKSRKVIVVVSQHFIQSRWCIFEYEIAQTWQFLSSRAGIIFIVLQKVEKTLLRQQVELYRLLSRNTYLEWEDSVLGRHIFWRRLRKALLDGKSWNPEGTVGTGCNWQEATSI
# Target sequence (Q99836 whole entry, looked up): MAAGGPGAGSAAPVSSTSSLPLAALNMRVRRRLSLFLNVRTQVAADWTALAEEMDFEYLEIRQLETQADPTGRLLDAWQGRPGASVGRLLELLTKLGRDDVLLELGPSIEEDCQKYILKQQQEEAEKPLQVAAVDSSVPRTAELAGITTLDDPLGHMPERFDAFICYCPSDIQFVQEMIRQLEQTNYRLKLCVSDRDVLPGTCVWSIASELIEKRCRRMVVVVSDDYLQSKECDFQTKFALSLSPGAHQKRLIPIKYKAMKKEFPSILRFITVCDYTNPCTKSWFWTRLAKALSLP
# Diaph inh CS – diaphorase inhibitors and chemical oxidizers, primary screen, counter-screen for diaphorase-coupled primary assays, biochemical, uHTS, resorufin fluorescence; diaphorase resazurin-to-resorufin fluorescence, NADH, 16 min; bacterial (C. kluyveri) enzyme, not human; inhibition, % at 20 µM; AID 1217, 2008; 190,000 tested, 0.69% active;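 active means primary screen inhibition at 20 µM above a set limit, cut at about 50% in these data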;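 further: plate controls were DMSO with full reaction for no effect and wells lacking NADH for full effect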
#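 Test system: Clostridium kluyveri diaphorase enzyme / Quantity: diaphorase at 0.14 U/mL in enzyme working solution / Incubation: 16-min room-temperature incubation before reading / Benchmarks: NADH-free wells as positive control, DMSO-only neutral wells / Signal: resorufin fluorescence 544/590 nm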
# STAT3 activator – IL-6 driven STAT3 reporter potentiators, primary screen, U3A cells, luciferase, luminescence, MLSCN library. IL-6 STAT3-luciferase reporter; 100% = signal with IL-6 EC80 alone. activation (% of control), % at 5.6 µM. 190,000 tested, 0.91% active. AID 871, 2007;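 active means activation above the screen-wide mean of compound activation plus 3 SD, cut at about 130% in these data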;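 further: 0% = background luminescence of wells with medium and substrate only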
#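 Detection: reporter luminescence signal / Assay system: STAT1-lacking human U3A cells, STAT3 luciferase reporter / Incubation: compound pre-incubation 1 h before IL-6, then 6 h stimulation at 37 °C / Control set: IL-6-only high control / Read-out: % activation relative to IL-6 control / Probe or stimulus: Interleukin-6, 33 ng/mL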
# APP transl inh – inhibitors of APP translation via 5'UTR reporter, primary screen, APP 5'UTR luciferase, SH-SY5Y cells; 190,000 tested, 0.82% active; inhibition, % at 2 µM; SH-SY5Y APP 5'UTR-luciferase reporter, luminescence;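 active means inhibition above a set limit, derived from the sample mean plus 3 SD, cut at about 45% in these data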; further: values of inactives mirror those of a sister screen read the other way
# G6PDH counter – L. mesenteroides G6PDH inhibitors, counter-screen for G6PDH-coupled screening assays, biochemical, Leuconostoc mesenteroides enzyme; 200,000 tested, 0.12% active; glucose-6-phosphate dehydrogenase [Leuconostoc mesenteroides]; Purified L. mesenteroides G6PDH, diaphorase/resazurin coupled fluorescence, 45 min; inhibition, % at 5 µM; in the data active means inhibition above about 50%
# Hsp70 activator – Hsp70 transcriptional activators, primary screen, cell-based, HeLa, Hsp70 promoter luciferase, luminescence, 10 µM. HeLa Hsp70 promoter luciferase reporter; scaled: vehicle 0, proteasome-inhibitor control 100%. activation, % at 10 µM. 200,000 tested, 0.04% active. AID 1203, 2008;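 active means activation above the mean across all tested compounds plus 3 SD, cutoff set per campaign, cut at about 5.5% in these data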;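 further: 100% = MG132 at 30 µM as the positive control and 0% = DMSO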
# STAT1 blocker – STAT1 signaling inhibitors, primary screen, cell-based, HTS, luciferase reporter; NIH 3T3 STAT1-luciferase reporter, IFN-gamma, luminescence; inhibition, % at 5.5 µM; 200,000 tested, 0.35% active;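 active means inhibition above a set limit, the mean inhibition across all tested compounds plus 3 SD, cut at about 34% in these data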;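 further: 0% = IFN-gamma with DMSO and 100% = IFN-gamma with 300 µM nifuroxazide; values of inactives mirror those of a sister screen read the other way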
# The depositor's hits bear a star; nt = not tested or not shown.
SMILES,STAT1 act,STAT3 inh,Diaphorase act,TLR4-MyD88 BLA,Diaph inh CS,STAT3 activator,APP transl inh,G6PDH counter,Hsp70 activator,STAT1 blocker
CC1Cc2ccccc2N1C(=O)c1ccc2c(c1)nnn2C (centres undefined),99,2,0.9,6,13,102,-15,4,-0.3,1
Cc1ccc(/C=[N+](/C)[O-])cc1,93,0,1,5,-1,102,-15,7,0.0,7
CCOC(=O)Nc1oc2ccccc2c(=O)c1C,100,7,0.9,-6,5,97,-8,5,0.0,0
COc1cc(/C=C/C(=O)Nc2nc3ccc(S(=O)(=O)N(C)C)cc3s2)cc(OC)c1OC,110,7,0.9,5,12,97,-19,17,-0.2,-12
Cn1c(N)c(C(=O)CSc2nc(N)cc(N)n2)c(=O)n(C)c1=O,104,0,1,2,1,101,2,-2,-0.5,-4
O=C(/C=C/c1ccco1)Nc1ccccc1C(=O)O,113,20,0.9,-12,15,89,-68,2,-0.1,-14
CNc1ccc(/C=C/C(=O)c2ccc(C)cc2)cc1[N+](=O)[O-],102,-14,1,-3,5,107,-20,-25,-0.5,-2
O=C(CSc1ccc(-c2cccs2)nn1)N1CCCCC1,110,-2,1,2,-1,98,4,-9,-0.1,-12
CC(=O)OC(C(=O)NC1CCCCC1)c1ccc(C#N)cc1 (centres undefined),104,-1,0.9,6,13,106,4,13,-0.5,-4
CCOC(=O)c1ccc(Nc2cc(C)nc3nc(C)nn23)cc1,104,-3,0.9,-3,8,102,9,19,0.2,-5
Cc1cc(Br)ccc1OCC(=O)N(Cc1nc(-c2ccccc2)no1)C(C)C,95,1,0.8,2,18,100,-2,-36,-0.4,5
Cn1cccc1C(=O)OCC(=O)Nc1ccc2c(c1)CCC2,118,7,0.7,-2,27,98,-39,14,0.2,-19
COc1cc2c(cc1NC(=O)Cc1ccc(C)cc1)oc1ccccc12,127,12,0.8,-17,21,93,-39,14,-0.4,-30
COC(=O)CN(C#N)c1nc(N(C)C)nc(N(C)C)n1,103,17,1,-5,1,87,-1,11,-0.2,-5
O=C(O)c1cc2c(o1)CCC/C2=N\O,92,25,1,-4,2,87,-8,5,-0.2,9
CCOC(=O)NC(=O)CSc1nnc(C2CC2)n1Cc1ccco1,100,6,1.1,5,-9,100,-1,6,0.0,0
O=C(Cc1cccs1)N(Cc1cccs1)C1(C(=O)NC2CCCC2)CCCCC1,94,8,1,9,4,97,14,2,0.1,7
CCc1noc(C)c1C(=O)Nc1nc(-c2ccc(Cl)cc2Cl)cs1,99,0,0.8,-6,23,100,-4,-10,-0.4,1
Cc1ccc(OCC(=O)N/N=C\c2ccco2)c(C)c1,114,13,1,-1,4,92,0,9,0.2,-16
Cc1n[nH]c(C)c1Sc1ccccc1N=Cc1cc(Cl)cc([N+](=O)[O-])c1O,105,-18,0.8,4,19,123,-3,7,-0.5,-5
COC(OC)c1ccc(C#N)c(=O)[nH]1,89,2,0.8,-2,18,100,46*,3,0.0,11
Cc1ccnc(SCC(=O)Nc2c(C)n(C)n(-c3ccccc3)c2=O)n1,96,3,1,-2,0,104,21,-2,0.2,4
CCN(C1CCCCC1)S(=O)(=O)c1ccc(S(=O)(=O)NCc2ccncc2)cc1,81,62*,0.8,-2,19,51,-19,4,-0.5,21
COc1ccc(N2CCN(c3ncnc4c3[nH]c3ccccc34)CC2)cc1,64,77*,0.8,-4,24,35,nt,-10,-0.2,41*
O=C(N/N=C/c1ccc(-c2ccc(Br)cc2)o1)c1ccc2c(c1)OCO2,102,2,1,2,-1,100,-27,-4,0.0,-2
C=CCc1cccc(CNc2c(C)cc(C)cc2C)c1O,102,-4,0.9,0,8,107,-13,0,-0.1,-6
O=C(CCC1N=C2c3ccccc3N=C(SCC(=O)NCc3ccco3)N2C1=O)NCc1ccco1 (centres undefined),90,5,0.8,-15,16,103,-12,7,0.1,9
O=c1oc2cc(Oc3ccc(C(F)(F)F)cc3[N+](=O)[O-])ccc2c2c1CCC2,105,-4,0.8,8,16,104,-9,-14,-0.4,-6
COc1cc(NC(=S)N2CCCC(C)C2)cc(OC)c1OC (centres undefined),99,9,1,6,3,96,-12,11,-0.5,-2
Cc1occc(=O)c1O,106,3,1,-6,4,99,-9,18,-0.2,-6
COC(=O)Cn1c(=NC(=O)c2ccc(Cl)s2)sc2cc(C)ccc21,109,2,1.1,-22,-13,97,-102,11,-0.1,-10
CC1(C)CC(=O)C2=C(C1)N(Cc1ccco1)C(=O)C2(NC(=O)c1cccnc1)C(F)(F)F (centres undefined),95,14,0.8,0,19,95,4,12,0.1,5
Cc1ccccc1OCc1nc(C#N)c(N2CCCC2)o1,106,23,1,5,3,83,5,18,0.1,-9
COc1c[nH]n(C2CCCCC2)c(=O)c1=O,97,7,0.9,10,13,98,9,11,0.2,3
Oc1ccc(/C=N/N(Cc2ccccc2)c2ccccc2)cc1,99,12,0.7,4,29,96,-13,-2,-0.1,0
COCCn1c(-c2ccc(OC)cc2)nc2oc3cc(OC)ccc3c(=O)c2c1=O,96,-8,0.9,8,13,109,-11,1,-0.4,5
Cc1ccn(C(=O)c2ccc(NC(=O)C3CC3)cc2)n1,92,8,1.1,-5,-5,95,9,10,-0.2,6
COc1ccc(C(=O)ON=C2c3ccccc3-c3ccccc32)cc1OC,101,-8,1.1,-12,-8,107,-15,14,0.2,-1
COc1ccc(CC(=O)NC(CC(=O)O)c2cccc([N+](=O)[O-])c2)cc1 (centres undefined),99,5,0.9,-9,5,100,2,9,-0.1,1
CCOC(=O)c1[nH]c(C)c(C(=O)c2cc(F)ccc2F)c1C,106,0,0.9,2,13,104,95*,-14,-0.5,-7
O=C(Nc1sccc1C(=O)NCc1ccco1)c1cccnc1,97,2,0.8,0,22,102,-10,-11,-0.2,3
COC(=O)C1=CNC=C(C(=O)OC)C1c1ccc(Cl)cc1,92,12,0.8,-3,22,94,6,-8,0.7,8
COc1ccc(CN2CCCC(C(=O)N3CCCC3)C2)cc1 (centres undefined),98,13,0.9,-13,13,89,4,1,0.1,2
O=C(NNC(=O)C1CC1c1ccccc1)Nc1cccc(Cl)c1 (centres undefined),101,20,0.9,7,11,89,9,0,-0.3,-2
Cc1c2c(n3c(nc4ccccc43)c1C#N)N(CCN1CCOCC1)CC2,94,6,nt,-11,nt,100,17,6,-0.2,7
CC(NC(=O)c1cccnc1)C(c1ccccc1)N1CCN(C)CC1 (centres undefined),101,2,1,6,4,103,-9,10,-0.1,-1
COC(=O)CCN1CCC(C(N)=O)CC1,106,-2,0.9,-11,14,105,-3,-2,-0.1,-6
C=C(C)CSc1[nH]c(=O)cc(C)c1C#N,112,5,0.9,0,11,98,-12,13,-0.2,-15
N#Cc1cccc(NC(=O)CN2NS(=O)(=O)c3ccccc3C2=O)c1,100,14,1,14,0,94,-5,3,-0.5,0
O=C(c1cccc(S(=O)(=O)N2CCCC2)c1)N1CCCc2ccccc21,98,2,1,-8,0,104,-26,-1,0.1,3
C#CCOCCOCCOCCNc1nc(N2CCOCC2)nc(N2CCN(C(=O)[C@H](CCC(=O)O)n3cc(C(N)Cc4ccc(O)cc4)nn3)CC2)n1 (some centres undefined),99,nt,0.9,-2,14,nt,-13,13,0.0,3
Cc1ccc(-n2c(C)cc(/C=C3/C(=N)N4C(c5ccccc5)=CSC4=NC3=O)c2C)cc1,96,1,0.8,-34,16,98,5,15,-0.4,5
CN(C)N1C(N)=C(C#N)C(c2ccccc2)C2=C1CCCC2=O (centres undefined),100,-2,0.7,6,32,104,-1,12,0.1,-2
COC(=O)C(NC(C)=O)(Nc1ccccc1)C(=O)OC,103,1,0.9,0,9,104,-8,1,-0.4,-3
COc1ccc(CCn2c(-n3nc(C)cc3C)nc3c2c(=O)[nH]c(=O)n3C)cc1,98,2,nt,-6,nt,98,3,nt,-0.2,2
Cn1c(=NC(=O)C2=NNC(=O)CC2)sc2ccccc21,117,18,0.8,9,19,88,-50,-1,-0.1,-18
Clc1ccc(CSc2nnc(-c3cccnc3)n2Cc2ccco2)c(Cl)c1,95,13,0.7,-27,26,95,-3,14,0.0,5
Cc1nc(NCCc2cnc[nH]2)c2oc3ccccc3c2n1,99,6,1,3,4,100,-16,-1,-0.2,1
CC(=O)Nc1ccc(-c2csc(Nc3ncccn3)n2)cc1,155*,7,1,-25,1,99,-141,-2,-0.2,-61
C=CCNC(=S)N(C1CCCCC1)C1CCCCC1,106,5,0.9,2,10,102,-11,-5,0.2,-7
# Next part.
SMILES,STAT1 act,STAT3 inh,Diaphorase act,TLR4-MyD88 BLA,Diaph inh CS,STAT3 activator,APP transl inh,G6PDH counter,Hsp70 activator,STAT1 blocker
NC(=O)Cc1nc(-c2ccc([N+](=O)[O-])cc2)cs1,108,-1,1.1,1,-13,104,-7,2,-0.4,-10
O=C(Nc1nccs1)c1ccc(COc2ccccc2Br)o1,112,0,0.8,-2,16,103,-26,-32,0.0,-13
Cc1ccc(/C=N/NC(=O)Cn2ccc(C(F)(F)F)n2)o1,95,6,0.9,0,7,99,1,-2,-0.2,5
COc1ccccc1NC(=O)Nc1cccc(C(=O)O)c1,88,13,1,1,-4,92,2,10,-0.3,12
COCCN(C(=O)CSc1nnc(C)n1Cc1ccccc1)c1c(N)n(CC(C)C)c(=O)[nH]c1=O,94,2,1,3,3,101,-13,2,-0.1,5

# One compound at a time, from the list above. Screens in order: STAT1 act	STAT3 inh	Diaphorase act	TLR4-MyD88 BLA	Diaph inh CS	STAT3 activator	APP transl inh	G6PDH counter	Hsp70 activator	STAT1 blocker
# Record of NC(=O)Cc1nc(-c2ccc([N+](=O)[O-])cc2)cs1 : 108	-1	1.1	1	-13	104	-7	2	-0.4	-10
# Record of O=C(Nc1nccs1)c1ccc(COc2ccccc2Br)o1 : 112	0	0.8	-2	16	103	-26	-32	0.0	-13
# Record of COc1ccccc1NC(=O)Nc1cccc(C(=O)O)c1 : 88	13	1	1	-4	92	2	10	-0.3	12
